Compound activity (PubChem BioAssay)
PTK2B oligo ant – antagonists of human Pyk2 oligomerization | Q293 cells, Pyk2 FERM NanoBiT luminescence; hits give low values | Q14289 | actives 0.83% (n = 99,000) | z-score (the deposit names both 25 µM and 10 µM);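 active = Z-score of -3 or lower, scaled per plate to the spread of control and sample wells; inactive = z-score above -3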;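 note: negative z-score means lost luminescence so less FERM oligomerization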
HUVEC tox TNFa – toxic to HUVEC cells under TNF alpha stimulation | actives 0.17% (n = 93,000) | HUVEC TNFalpha-stimulated, Hoechst cell count, imaging | cell count reduction, % at 2 µM | AID 848;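 active = cell count reduction exceeding the screen mean by over 5 SD, scaled to untreated wells per plate, cut at about 78% in these data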;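 note: cells counted after 24 h of TNF alpha exposure following the 1 h pretreatment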
ERa SRC1 inh – blocks coactivator binding to human estrogen receptor alpha | P03372 | TR-FRET ER-alpha LBD / SRC-1 peptide, estradiol-bound | actives 1.7% (n = 86,000) | AID 629 | inhibition, % at 25.6 µM; in the data active = inhibition above about 50%;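 note: 0% = receptor plus peptide control and 100% = peptide only without receptor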
PTPN22 inh 2 – LYP (human) phosphatase inhibition | Q9Y2R2 | recombinant LYP catalytic domain, DiFMUP fluorescence | inhibition, % at 2 µM | actives 0.21% (n = 96,000) | AID 640;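 active = inhibition at 2 µM at or above a set limit, the screen mean plus 3 SD, cut at about 24% in these data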;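 note: 0% = DMSO with enzyme and 100% = enzyme fully blocked by orthovanadate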
Target sequence (Q9Y2R2 whole entry, looked up, the tested form may be a part): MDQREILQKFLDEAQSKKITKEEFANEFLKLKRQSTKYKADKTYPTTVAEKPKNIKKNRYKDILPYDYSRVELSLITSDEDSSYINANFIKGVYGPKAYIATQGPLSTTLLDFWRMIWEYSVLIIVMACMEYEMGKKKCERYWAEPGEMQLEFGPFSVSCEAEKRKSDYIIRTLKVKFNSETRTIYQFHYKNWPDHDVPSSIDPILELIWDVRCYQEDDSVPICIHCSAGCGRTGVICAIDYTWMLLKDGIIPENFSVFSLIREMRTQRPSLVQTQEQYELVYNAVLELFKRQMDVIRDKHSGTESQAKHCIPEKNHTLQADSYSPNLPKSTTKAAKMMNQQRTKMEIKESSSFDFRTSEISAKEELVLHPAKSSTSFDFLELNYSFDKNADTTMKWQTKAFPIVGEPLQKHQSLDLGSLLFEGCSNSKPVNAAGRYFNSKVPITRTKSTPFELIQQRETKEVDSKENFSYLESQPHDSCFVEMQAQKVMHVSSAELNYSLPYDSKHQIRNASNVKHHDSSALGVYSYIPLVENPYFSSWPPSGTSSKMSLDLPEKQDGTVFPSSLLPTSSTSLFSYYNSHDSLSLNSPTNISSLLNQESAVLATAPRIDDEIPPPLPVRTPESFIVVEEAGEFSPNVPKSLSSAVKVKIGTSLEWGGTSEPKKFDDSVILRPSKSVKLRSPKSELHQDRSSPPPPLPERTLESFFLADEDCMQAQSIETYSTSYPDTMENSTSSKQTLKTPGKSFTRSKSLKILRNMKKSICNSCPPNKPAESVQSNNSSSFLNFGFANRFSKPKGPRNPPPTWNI
LYP act – increases human PTPN22 phosphatase activity. Q9Y2R2. recombinant LYP, DiFMUP fluorescence; 0 = plate median, 100 = signal doubled. activation, % at 2 µM. actives 0.11% (n = 96,000). AID 697;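 active = activation at 2 µM above a set limit, the mean plus 5 SD, cut at about 37% in these data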
VCAM1 TNFa inh – reduces TNF alpha induced VCAM1 expression in HUVEC. HUVEC TNFa-induced VCAM-1 immunofluorescence, high-content imaging. inhibition, % at 2 µM. actives 0.48% (n = 95,000);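 active = inhibition above the batch mean plus 3 SD, with images confirmed as a hit by eye, cut at about 37% in these data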;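 note: 0% = TNF-stimulated DMSO wells and 100% = unstimulated control wells; not every result past the cut was called active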
F-actin modifier – modifiers of cytoskeleton assembly; HUVEC TNFa F-actin phalloidin imaging, high content; inhibition, % at 2 µM; actives 0.18% (n = 91,000);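 active = inhibition above the batch mean plus 3 SD and confirmed as a hit by visual image inspection, cut at about 30% in these data, passing the limit was not always enough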; note: strong numbers were not always called active
FAK inh – inhibitors of human focal adhesion kinase; Q05397; biochemical FAK kinase activity assay; inhibition, %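 (tested at 7 µM)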; actives 0.84% (n = 97,000); in the data active = inhibition above about 19%;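 note: 0% = DMSO and 100% = reference compound high control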
HUVEC tox IL1B – toxic to HUVEC cells under IL-1B stimulation; AID 845; actives 0.41% (n = 94,000); HUVEC cell count loss, Hoechst imaging, IL-1B stimulated; cell count reduction, % at 2 µM;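 active = cell count reduction more than 3 SD above the screen-wide mean, cut at about 70% in these data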;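 note: normalized per plate to untreated control cells as the no-loss baseline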
An asterisk follows results filed as active; x = no result given; [ ] = another dose, or the depositor's remark.

Values run as follows: F-actin modifier	ERa SRC1 inh	HUVEC tox IL1B	PTK2B oligo ant	FAK inh	VCAM1 TNFa inh	HUVEC tox TNFa	PTPN22 inh 2	LYP act
> CCCCN(C(=O)NC(=O)Nc1ccccc1C)S(C)(=O)=O
    17	-9	-6	0.15	-1	-7	-24	-8	6
> C=CCOC(=O)C1=C(C)OC(N)=C(C#N)C1c1ccccc1F (configuration not stated)
    x	-3	7	0.06	-1	0	-7	-5	5
> CS(=O)(=O)N1CCC(C(=O)Nc2ccc3c(c2)OCCO3)CC1
    4	0	-11	-0.04	1	8	-7	11	-11
> CCCS(=O)(=O)N1CCN(C(=O)COc2ccccc2)CC1
    -4	-6	-86	0.16	0	5	0	-5	8
> COc1ccc(C)cc1-n1nnnc1SCC(=O)N1CCC(C(=O)Nc2nccs2)CC1
    -2	2	-66	0.79	-3	-7	-22	-6	5
> O=C(NC1CCCCNC1=O)c1ccc(Cl)cc1 (configuration not stated)
    5	-6	-24	-0.13	5	8	-46	5	-5
> O=C(Nc1ccc2c(c1)Cc1ccccc1-2)c1cc2ccccc2o1
    0	-1	-44	2.5	-1	-5	-22	-1	2
> CCC(=O)Oc1c(-c2ccccc2)c2nc3ccccc3nc2c2ccccc12
    -10	39[fluorescence artefact?]	-42	x	0	-2	x	10	-10
> O=C(NCCCn1ccnc1)Nc1cccc(Cl)c1
    -12	2	-20	1.6	-1	19	10	-9	6
> CCOc1ccccc1N(C)C(=O)C1CCN(S(=O)(=O)c2cccc3nonc23)CC1
    -1	-8	5	-2.2	-2	-15	x	-2	4
> S=C(Nc1ccccc1)Nc1ccc(OCc2ccccc2)cc1
    -7	x	-27	-0.73	-1	4	-1	0	3
> Brc1ccc(/C=N/Nc2ccc3ccccc3n2)cc1
    1	x	3	0.49	-3	12	2	9	-5
> Cc1nnc(-c2cccc(Br)c2)c2cn(-c3cccc(Br)c3)nc12
    2	x	x	-0.84	-40	12	12	12	-7
> CCOC(=O)CC(=O)Nc1c(C)cc(C)cc1C
    -11	-4	-10	-0.15	-1	0	-26	3	1
> CCc1ccc(NC(=O)CSc2nnc(-c3cnccn3)n2Cc2ccco2)cc1
    9	12	x	-0.74	2	6	-15	-9	8
> Cc1nnc(N2CCOCC2)c2ccccc12
    2	18[fluorescence artefact?]	-17	-0.71	-6	14	-17	-2	0
> COc1cccc(/C(C)=N/NC(=O)c2ccc(N(C)C)cc2)c1
    16	x	-37	-0.08	1	-2	-1	6	-3
> COCCN1C(=O)c2ccccc2C(C(=O)N2CCN(c3ccccc3)CC2)C1c1ccc(F)cc1 (configuration not stated)
    -9	-10	16	-0.68	0	20	-14	0	0
> O=C(CCN1CCN(CC(=O)Nc2ccccc2Cl)CC1)Nc1ccccc1F
    -2	3	-2	0.21	-4	18	-18	-4	4
> CS(=O)(=O)NCCCc1ccccc1
    -18	x	-6	-0.99	3	-29	x	-2	0

Profiles, looked up by structure. Screens in order: F-actin modifier | ERa SRC1 inh | HUVEC tox IL1B | PTK2B oligo ant | FAK inh | VCAM1 TNFa inh | HUVEC tox TNFa | PTPN22 inh 2 | LYP act
`CCOc1ccccc1N(C)C(=O)C1CCN(S(=O)(=O)c2cccc3nonc23)CC1` as listed: -1 | -8 | 5 | -2.2 | -2 | -15 | x | -2 | 4
`Cc1nnc(-c2cccc(Br)c2)c2cn(-c3cccc(Br)c3)nc12` as listed: 2 | x | x | -0.84 | -40 | 12 | 12 | 12 | -7
`CS(=O)(=O)N1CCC(C(=O)Nc2ccc3c(c2)OCCO3)CC1` as listed: 4 | 0 | -11 | -0.04 | 1 | 8 | -7 | 11 | -11

Further compounds.
Values run as follows: F-actin modifier	ERa SRC1 inh	HUVEC tox IL1B	PTK2B oligo ant	FAK inh	VCAM1 TNFa inh	HUVEC tox TNFa	PTPN22 inh 2	LYP act
> CCc1nc(N)c(C#N)c(-c2ccncc2)c1C
    5	-1	0	-0.42	3	-11	-3	0	4
> COc1cccc(NC(=O)N2CCN(C(=O)C(Cc3ccc(OC)c(OC)c3)NC(C)=O)CC2)c1 (configuration not stated)
    21	-2	-24	-0.23	-13	-25	-20	3	-5
> COc1ccc(-c2nc(-c3ccccc3)nc(N3CCN(C)CC3)c2C#N)cc1
    x	x	-12	-2	-2	14	5	1	1
> COc1ccc(C2=Nn3c(nnc3-c3ccco3)SC2)cc1OC
    23	0	-2	0.46	4	-14	9	0	3
> COC(=O)c1ccc(CN2C(=O)NC3(CCC(C)CC3)C2=O)o1 (configuration not stated)
    15	-1	-71	0.79	-8	15	-40	-4	5
> CC(=O)Nc1ccc(S(=O)(=O)N2CCC(NC(C)=O)(c3cccc(F)c3)CC2)cc1
    3	x	-8	0.16	-1	7	-4	9	-10
> Cc1ccc(C)c(-n2nnnc2SCC(=O)NCCC2=CCCCC2)c1
    x	9	-113	-0.44	-1	x	x	8	-8
> CCC(=O)Nc1c(C)nn(C(=O)CC)c1C
    -12	2	-13	-0.1	-7	-5	-22	7	-8
> CC(C)COC(=O)N1CCCC1C(=O)Nc1nccs1 (configuration not stated)
    17	-3	-5	-0.33	-2	6	-20	4	-5
> CCCOc1nc2c(c(=O)n(C)c(=O)n2C)n1Cc1cccc2ccccc12
    7	3	-3	-1.5	5	21	-7	-14	10
> Cc1ccc(C2=NN3C(C(=O)c4ccccc4)Oc4ccccc4C3C2)cc1 (configuration not stated)
    -39	x	-25	-0.84	-2	14	-10	-11	9
> COC(=O)C1=C(C)NC(=O)/C1=C\c1ccco1
    -1	x	-52	-0.15	2	-6	1	-4	9
> Cc1ccc2cc(S(=O)(=O)NCCC(=O)O)ccc2c1
    15	2	-103	2.6	-3	-2	-22	6	-4
> O=[N+]([O-])c1cc(Cl)ccc1Sc1cccc2cccnc12
    -12	21	-6	-0.45	2	14	0	-21	21
> CC(CCc1ccccc1)NC(=O)/C=C/c1ccccc1 (configuration not stated)
    -16	x	33	-0.29	4	-10	-32	11	-7
> CCCS(=O)(=O)N1CCc2cc(OC)c(OC)cc2C1
    23	-3	0	1.6	2	-25	-16	9	-10
> N#CC[n+]1cc(-c2ccc(Cl)cc2)n2c1CCC2
    1	0	-44	0.67	-2	-4	-1	-4	3
> CCC(c1nnc(SCC(=O)Nc2nnc(-c3ccccc3)o2)n1Cc1ccccc1)N(C)C (configuration not stated)
    -24	9[fluorescence artefact?]	-16	-0.11	-8	-9	-15	-3	1
> COc1ccc(C(=O)c2cnc(C(C)C)n2C)cc1
    -7	-2[fluorescence artefact?]	-52	0.22	1	-24	-52	-6	3
> CCN1C(=O)NC2C1N(S(C)(=O)=O)CCN2S(C)(=O)=O (configuration not stated)
    8	-1	2	0.08	5	18	-11	-7	5
> O=C1CC(N2CCC(O)CC2)C(=O)N1c1ccc(Br)cc1 (configuration not stated)
    10	-7	28	2	-3	11	2	-6	6
> CCOC(=O)N1CCN(C(=S)NC(C)(C)C)CC1
    7	-1	6	-0.87	1	-18	-20	-2	3
> CC(=O)Nc1cccc(C(=O)/C=C/c2ccco2)c1
    -2	x	-45	0.05	2	-26	-29	4	-5
> COc1cc(OC)c(C2CC(=O)N3CN(c4ccc(C)cc4)CSC3=C2C#N)cc1OC (configuration not stated)
    4	-14	-49	1.9	-4	0	-14	-5	2
> COc1ccc(OCCSc2nnc(-c3ccoc3C)n2C)cc1
    -19	3	-17	0.24	-2	15	-36	4	-4
> c1ccc(CSc2snnc2-c2ccccc2)cc1
    26	x	2	-0.21	-1	5	-31	8	-2
> COc1ccc(OCc2ccc(-c3nc4ccccc4c(=O)n3N)o2)cc1
    -19	6	8	-0.76	3	6	2	0	-1
> COc1ccc(NC2=C(C)C(=O)CC2)cc1
    49	0	11	-0.38	4	-8	2	-5	5
> O=C(CSc1nnc(-c2ccco2)n1CC1CCCO1)NC1CCCC1 (configuration not stated)
    -4	2	-4	-0.09	-2	9	-6	-12	9
> Cc1ccc2nc3c(c(N)c2c1)CCN3c1ccccc1
    17	4[fluorescence artefact?]	11	-0.44	4	9	0	5	-5
> C=CCn1c(C)cc(C(=O)CN2C(=O)c3ccccc3C2=O)c1C
    -23	-11	-13	-0.45	7	-34	52	-7	4
> CCOc1ccc(OCC)c(C2C(C#N)=C(N)N(c3cccnc3)C3=C2C(=O)CC(C)(C)C3)c1 (configuration not stated)
    -2	-1	-10	-0.83	0	26	-18	-8	4
> CN=C1SC(C(=O)O)CC(=O)N1C (configuration not stated)
    51	-6	6	0.79	-2	-4	-29	-12	10
> CCOc1ccccc1-c1nc(-c2ccc(NC(=O)Cc3ccccc3OC)cc2)no1
    15	-1	-64	-0.55	1	5	-22	3	-5
> CCOC(=O)COc1ccc(S(=O)(=O)N2CCN(c3ccc(F)cc3)CC2)cc1
    -4	-3	-46	1.3	3	15	-30	-9	6
> CCCCCCCC(=O)N/N=C/c1ccc(Br)cc1
    7	x	15	-0.22	2	-27	-26	14	-9
> Cc1cc(N2CCC(C)CC2)n2nc(C)c(-c3ccccc3)c2n1
    -1	-4	-49	-0.5	1	-27	-38	-1	-2
> COC(=O)c1ccc(C)c(NC(=O)CCSc2ccccc2)c1
    -26	x	-11	-0.06	-6	2	-5	4	1
> CC(Oc1ccccc1)C(=O)Nc1ccc(S(=O)(=O)N2CCOCC2)cc1 (configuration not stated)
    -24	-6	24	0.52	4	13	-20	-2	0
> COc1ccccc1NC(=O)c1ccccc1-c1nc(-c2ccccc2OC)no1
    x	-37	-54	-0.66	-2	x	x	-1	0
> CCCC(=O)n1nc(-c2ccccc2)nc1N
    17	-12	-20	0.62	-3	-29	-4	4	-6
> CN(Cc1nc(-c2ccccn2)no1)S(=O)(=O)c1ccc(Br)cc1
    8	-7	2	8.8	-6	0	-13	13	-11
> O=c1cc(O)c2c(=O)[nH]c(=O)n(-c3ccccc3)c2[nH]1
    -2	-1	-28	0.39	2	12	-15	-13	10
> Nc1ccc2oc(-c3cc(Br)ccc3Cl)nc2c1
    -28	1	-22	0.67	7	-22	57	0	0
> COC(=O)c1sc2nc3c(cc2c1N)C(=O)CC(C)(C)C3
    19	1	-8	-0.15	-1	5	-18	-5	4
> CN(c1ccc(C(=O)Nc2ccccc2Sc2ccccc2)cc1)S(C)(=O)=O
    -61	x	-37	-1.2	-2	8	1	-1	6
> O=C(CSCC(=O)N1CCCCC1)OCC(=O)c1c[nH]c2ccccc12
    44	3	15	-0.24	6	3	-24	5	-8
